Screening results (PubChem BioAssay)
Mdm2-MdmX inh: disrupts the human Mdm2-MdmX interaction; O15151+Q00987; SaOS-2 split-luciferase Mdm2/MdmX complementation, luminescence; inhibition, % at 8 µM; hit rate 3% among 330,000;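 active = inhibition of at least 50% at 8 µM in the primary screen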
Target sequence (O15151 whole entry, looked up): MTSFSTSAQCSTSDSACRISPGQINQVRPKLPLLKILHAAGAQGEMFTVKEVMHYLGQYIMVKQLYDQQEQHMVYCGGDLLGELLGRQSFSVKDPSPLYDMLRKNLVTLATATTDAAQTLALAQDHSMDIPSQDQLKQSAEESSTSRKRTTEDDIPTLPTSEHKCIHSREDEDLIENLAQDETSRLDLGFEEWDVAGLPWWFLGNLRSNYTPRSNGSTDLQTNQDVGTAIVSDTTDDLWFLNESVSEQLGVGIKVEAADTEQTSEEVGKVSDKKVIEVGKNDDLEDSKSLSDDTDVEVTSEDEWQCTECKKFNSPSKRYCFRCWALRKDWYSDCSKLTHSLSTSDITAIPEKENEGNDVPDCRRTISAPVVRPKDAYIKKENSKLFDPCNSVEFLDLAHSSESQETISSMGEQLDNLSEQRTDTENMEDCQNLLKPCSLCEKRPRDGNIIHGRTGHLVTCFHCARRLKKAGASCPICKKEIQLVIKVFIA
Target sequence (Q00987 whole entry, looked up): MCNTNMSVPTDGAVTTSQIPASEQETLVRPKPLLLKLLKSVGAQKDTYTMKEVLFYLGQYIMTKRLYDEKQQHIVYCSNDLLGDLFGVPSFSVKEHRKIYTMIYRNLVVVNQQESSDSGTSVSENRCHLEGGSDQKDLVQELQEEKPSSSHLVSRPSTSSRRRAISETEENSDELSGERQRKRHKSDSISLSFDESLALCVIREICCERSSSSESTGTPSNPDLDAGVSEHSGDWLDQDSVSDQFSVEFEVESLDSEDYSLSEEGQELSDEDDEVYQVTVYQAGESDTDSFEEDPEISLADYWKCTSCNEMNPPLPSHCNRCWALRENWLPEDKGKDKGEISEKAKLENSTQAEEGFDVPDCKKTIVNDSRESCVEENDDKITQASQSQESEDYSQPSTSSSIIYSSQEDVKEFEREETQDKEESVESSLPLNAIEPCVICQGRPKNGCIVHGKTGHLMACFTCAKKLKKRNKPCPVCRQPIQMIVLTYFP
tim10-1 inh: tim10-1 yeast growth inhibition. S. cerevisiae tim10-1 ts strain growth, BacTiter-Glo, 24 h. inhibition, % at 20 µM. hit rate 2.2% among 330,000. AID 463190;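 active = inhibition of at least 40%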;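 also: mutant grown at 25 °C; 0% = DMSO wells with yeast and 100% = wells holding no yeast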
UPR CHOP act: apoptotic UPR (CHOP) activation | activation, % at 10 µM | hit rate 0.34% among 330,000 | CHO-CHOP luciferase reporter, luminescence; percent of tunicamycin response over DMSO baseline;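 active = at 10 µM dose, activation of 40% or more, normalized to positive control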;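 also: 100% = tunicamycin at 10 µg/mL and 0% = DMSO alone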
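Dosing – one dose, 10 µM in 0.5% DMSO · System – CHO-CHOP cells, stable luciferase reporter of PERK-eIF2a-CHOP signalling · Input – 500 cells/well · Control set – tunicamycin 10 µg/mL final as positive, DMSO-only wells as negative · Timing – 6 h compound treatment, 37 °C · Measure – % activation vs tunicamycin · Technique – luminescence read with Steady-Glo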
GRIN3A LBD mod: modulators (binders) of human NR3A ligand-binding domain | Tm shift relative to glycine control, % at 25 µM | AID 1259313 | hit rate 2.5% among 340,000 | NR3A LBD differential scanning fluorimetry, Tm shift; 0% = protein alone, 100% = glycine-bound protein;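 active = melting temperature shift of at least 10% of the positive control shift, at one fixed dose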
APJ agonist: activates the human apelin receptor APJ | activation, % at 20 µM | hit rate 0.11% among 330,000 | AID 2520 | CHO-K1 APJ PathHunter beta-arrestin, luminescence; 0% DMSO wells, 100% apelin;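 active = activation more than six SD over the plate average, tested at 20 µM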;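 also: 0% = DMSO alone and 100% = apelin-13 at 10 nM; some results filed as inactive read as strong as hits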
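system = engineered CHO-K1 APJ arrestin reporter cells | input = 1000 cells per well | timing = overnight seeding, 90 min compound at 25 °C, 1 h detection | measured by = enzyme-fragment complementation luminescence | read-out = beta-arrestin recruitment to APJ as agonist activity, luminescent signal | control set = negative DMSO alone, positive Apelin-13 at 10 nM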
tim23-1 inh: tim23-1 yeast growth inhibition; inhibition, % at 20 µM; hit rate 1.3% among 330,000; AID 463212; S. cerevisiae tim23-1 growth, BacTiter-Glo luminescence, 24 h;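 active = growth inhibition of the mutant yeast at or above 50%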;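 also: temperature-sensitive mutant grown at 25 °C; plate controls were DMSO-treated mutant yeast for no effect and medium wells lacking yeast for full effect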
XBP1 UPR activ: activators of adaptive arm of unfolded protein response (XBP1); CHO-XBP1 luciferase reporter, IRE1-XBP1 UPR activation, luminescence; percent of tunicamycin response, DMSO as zero; AID 463104; hit rate 0.33% among 330,000; activation, % at 20 µM;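 active = versus positive control, 20 µM dose yields 30% or more activation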;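 also: 100% = tunicamycin at 10 µg/mL and 0% = DMSO only wells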
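Material: IRE1-XBP1 luciferase reporter CHO line / Quantity: one thousand reporter cells per well / Buffer or medium: F12 with 10% serum / Compound: 20 µM single concentration, DMSO 1% / Times: 6 h treatment, 37 °C / Detection: Steady-Glo luciferase glow luminescence, 10 min after reagent addition / Benchmarks: tunicamycin high, DMSO low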
NALP3 yeast inh: blocks the NALP3 inflammasome reconstituted in yeast. AID 2825. inhibition, % at 10 µM. Yeast reconstituted NLRP3/ASC/caspase-1, beta-gal luminescence, 24 h. hit rate 0.39% among 330,000;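 active = inhibition of 50% or more; inactive = inhibition below 50%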;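 also: plate controls were induced DMSO wells for no effect and uninduced yeast grown without galactose for full effect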
TIM10 inh: TIM10 yeast growth inhibition | S. cerevisiae TIM10 strain growth, BacTiter-Glo luminescence, 24 h | inhibition, % at 10 µM | hit rate 1.4% among 330,000;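 active = inhibition of 40% or more at the single tested concentration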;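 also: wild-type TIM10 isogenic control strain grown at permissive 25 °C; 0% = DMSO yeast wells and 100% = minimal medium wells without yeast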
An asterisk follows results filed as active; / = not tested or not shown.

SMILES	Mdm2-MdmX inh	tim10-1 inh	UPR CHOP act	GRIN3A LBD mod	APJ agonist	tim23-1 inh	XBP1 UPR activ	NALP3 yeast inh	TIM10 inh
COc1ccc(OC)c(C2C(C(=O)Nc3ccccc3OC)=C(C)Nc3nc(CCCO)nn32)c1 (stereo not drawn)	11	-8	-2.6	1	-3	-11	2	22	-7
O=C(NCCN1CCOCC1)c1ccc(CS(=O)c2ccccc2Cl)o1 (stereo not drawn)	5	-14	0.7	2	0	4	-5	10	-11
CCCn1c(SCC(=O)Nc2ccccc2-c2ccccc2)nnc1-c1ccoc1C	-22	38	0.2	3	-5	22	-3	4	14
Cc1cc(C)n2nc(C(=O)NCc3ccco3)nc2n1	11	-11	-0.4	-1	-3	0	-3	12	-5
COc1ccccc1N/N=C1\COC(C)(C)CC1=O	-26	13	3.1	0	-2	13	3	6	1
O=C(Nc1cc(-c2nc3ncccc3o2)ccc1Cl)c1ccc([N+](=O)[O-])o1	17	27	3.8	1	6	86*	6	14	43*
COc1cc2ccccc2cc1C(=O)N1CCCCC1	16	20	-0.3	-1	-2	25	0	15	10
Cc1cc(Cl)c(OCCOCCN2CCC(C)CC2)c(Br)c1	14	0	-1.2	17*	-3	-6	-1	17	13
COc1ccc(-n2nc(C(=O)NCCCN3CCCC3=O)c3c4ccccc4n(C)c3c2=O)cc1Cl	11	23	1.9	-1	1	38	3	13	16
CC(C)N(C(=O)COC(=O)c1cc(Cl)cc(Cl)c1N)C(C)C	6	36	0.0	0	-5	39	3	13	29
CCc1ccccc1NC(=O)CCC(=O)N1CCSc2ccccc21	29	13	-0.3	-2	-4	15	0	13	4
Cc1ccc2nc3c(cc(C(=O)NC4CCS(=O)(=O)C4)n3Cc3ccccc3)c(=O)n2c1 (stereo not drawn)	20	6	0.0	-1	1	-4	3	0	2
CC(C)C(=O)NC(=S)N1CCc2ccccc21	0	13	-0.5	2	-3	2	-1	-13	-10
COc1ccc(C2CC(C(F)(F)F)n3nc(C(=O)NCCCn4ccnc4)cc3N2)cc1OC (stereo not drawn)	13	9	0.4	-17	-1	-5	-3	6	4
CCCCc1c(C)c2cc(C)ccc2[nH]c1=O	-9	-2	-2.0	-2	-2	36	0	38	-11
CC(=O)Cc1nsc(Nc2ccc(F)cc2)n1	-13	10	2.4	-1	1	16	1	-6	16
COc1ccccc1CCC(=O)Nc1ccc(S(=O)(=O)Nc2nccs2)cc1	-1	8	1.8	-3	5	-3	-2	3	-5
Cc1cc(O)c(C(C)C)cc1N=Cc1ccccc1O	6	3	3.3	0	1	29	0	9	26
Cc1sc2nc(SCC(=O)N3CCCC3)[nH]c(=O)c2c1C	4	10	-1.1	0	-4	4	-2	6	10
COC(=O)C1C(=O)C2=C(CC1C)NC(C)=C(C(=O)OC(C)C)C2c1ccc(OC)c(O)c1 (stereo not drawn)	20	19	0.5	1	1	3	0	-3	15
CC(=O)Nc1ccc(N2Cc3ccccc3C2)cc1	1	-11	1.3	0	2	5	1	20	6
N#Cc1ccccc1Cn1cc(C#N)c2ccccc21	27	9	-0.7	0	-3	-1	6	-11	-7
Clc1ccc(Nc2ncn[nH]2)c(Cl)c1	-21	17	-0.7	-1	-2	-3	-2	5	10
CCOC(=O)c1c(C)[nH]c(C(=O)COC(=O)C(C)N2C(=O)C3CCCCC3C2=O)c1C (stereo not drawn)	-5	32	-0.4	-21	7	25	-2	7	12
COc1ccccc1-c1cc(C(=O)NCc2ccc(F)cc2)no1	-16	39	4.5	-1	0	42	0	29	36

Further structures follow.
SMILES	Mdm2-MdmX inh	tim10-1 inh	UPR CHOP act	GRIN3A LBD mod	APJ agonist	tim23-1 inh	XBP1 UPR activ	NALP3 yeast inh	TIM10 inh
CCOc1ccc(/C(O)=C2/C(=O)C(=O)N(CCOCCO)C2c2ccc(F)cc2)cc1 (stereo not drawn)	11	-3	-1.8	0	-4	-5	-4	-7	-12
CCNC(=O)n1nccc1C(C)Oc1ccc(Cl)cc1 (stereo not drawn)	-8	16	0.3	1	-3	10	-1	-7	17
Cc1ccc(OCC(=O)N2CCN(C(=O)c3ccc([N+](=O)[O-])cc3)CC2)cc1	-14	6	0.8	-2	-3	14	-2	22	7
NC(=O)c1ccsc1NC(=O)COC(=O)c1ccccc1NCc1ccco1	-26	11	0.9	5	7	10	2	-7	27
Cc1c(C)n(Cc2ccccc2)c2ncnc(Cl)c12	43	34	-0.7	0	-2	43	-3	16	3
O=C(N/N=C/c1ccccn1)c1cccnc1	16	-17	1.1	-1	0	0	-2	24	-9
CN(C)Cc1c(O)ccc2ccccc12	3	15	-0.6	-2	7	1	-1	-4	10
O=C(Nc1ccc(NC(=O)C2CC2)nc1)c1ccccc1F	18	-24	5.7	-1	0	22	2	11	15
COc1ncc(C2=CC(=O)CC(C)(C)C2)cn1	11	5	1.7	2	-2	14	1	13	2
Cc1ccc(-n2c(Cn3c(C)nc4ccccc43)n[nH]c2=S)cc1	-6	6	1.5	1	-2	-7	0	-5	-2
CCn1cc(C(=O)N2CCN(c3ccccc3)CC2)c(=O)c2cc(S(=O)(=O)N3CCOCC3)ccc21	20	-3	-0.3	0	0	-1	-5	11	-6
COc1ccc(C(=O)N2CCN(C3CCCCC3)CC2)c(OC)c1	-42	4	-0.1	-3	-4	23	0	15	-13
CCCS(=O)(=O)n1nc(-c2ccc(OC)cc2OC)cc1N	0	17	-1.3	0	-2	6	5	16	-1
Cc1nnc(C)n1/N=C/c1cccc([N+](=O)[O-])c1	-8	10	0.4	-2	-1	15	-3	9	3
O=C(COc1ccc(-n2cnnn2)cc1)Nc1ccc(F)c(F)c1	-10	3	1.1	-1	0	5	-2	5	7
N/C(Cn1cncn1)=N\OC(=O)c1ccc(Cl)cc1Cl	4	17	3.6	-2	1	23	0	-6	7
Cc1ccc(COc2ccc(-c3nnco3)cc2)cc1	-61	-14	4.6	6	-2	27	3	27	-24
Cc1ccc(S(=O)(=O)N2C[C@@H]3[C@H]4CC[C@H](C4)[C@@H]3[C@@H](C)[C@@H]2C2CCCCC2=O)cc1 (stereo partly drawn)	9	27	1.3	0	/	47	3	/	-6
O=C(CCc1ccccc1)c1c(O)cc(O)cc1O	-1	24	-0.3	13*	-3	30	2	12	20
CC1C(=O)N(Cc2ccc(F)cc2)c2ccccc2N1C(=O)c1c(F)cccc1F (stereo not drawn)	8	18	-3.2	1	-1	35	-1	5	-5
CCc1nccn1S(=O)(=O)c1ccc2ccc(C)cc2c1	7	15	-1.5	0	-3	-1	-3	18	1
CCNC(=S)N(CCc1c(C)[nH]c2ccc(F)cc12)Cc1cccnc1	10	16	-1.5	0	-2	10	-3	7	-16
O=C(Cc1ccccc1)N1CCc2[nH]nc(-c3ccccc3)c2C1	-6	0	-1.2	-2	-3	20	2	22	14
CCC(=O)N1CCN(c2ccc(NC(=O)c3ccco3)cc2)CC1	3	8	2.8	7	0	14	1	-7	3
COc1ccc(Cl)cc1NC(=O)c1cnc2n(c1=O)CCS2	8	9	3.5	0	-1	0	6	14	-6

The last two records of the section above lead into the next:
SMILES	Mdm2-MdmX inh	tim10-1 inh	UPR CHOP act	GRIN3A LBD mod	APJ agonist	tim23-1 inh	XBP1 UPR activ	NALP3 yeast inh	TIM10 inh
CCC(=O)N1CCN(c2ccc(NC(=O)c3ccco3)cc2)CC1	3	8	2.8	7	0	14	1	-7	3
COc1ccc(Cl)cc1NC(=O)c1cnc2n(c1=O)CCS2	8	9	3.5	0	-1	0	6	14	-6
COc1ccc(NC(=O)c2csc3c2CCCC3)cc1	-117	22	4.7	-15	-1	10	0	32	3
CN(Cc1ccccc1F)c1nc(-c2cccnc2)nc2ccccc12	18	35	-0.1	-4	-2	34	3	11	28
COc1ccc(NS(=O)(=O)c2ccc3c(c2)CCC(=O)N3)c(OC)c1	7	0	-0.3	0	-3	-7	2	7	0
CCOc1ccc(C2/C(=C(\O)c3ccc4c(c3)OCCO4)C(=O)C(=O)N2Cc2cccnc2)cc1OCC (stereo not drawn)	16	-8	0.1	0	-1	-5	-3	-8	2
CCc1ccc(S(=O)(=O)Nc2c(NC3CCCCC3)c3ccccc3oc2=O)cc1	-1	34	-0.5	-2	-5	26	-8	-1	26
O=C(CCC(=O)OCCCC(F)(F)C(F)(F)F)NC1CCCCC1	3	21	0.9	-3	0	19	-2	3	-9
Cc1cc(Cl)ccc1OCCCC(=O)N1CCCCC1	-63	24	4.2	-3	-5	34	3	14	20
CCCC(=O)Nc1nnc(S(=O)(=O)N(CC)c2ccccc2)s1	5	9	-1.6	2	1	7	-5	9	12
Cc1ccc(-n2c(C)cc(C(=O)CN3C(=O)C(=O)N(C4CCCC4)C3=O)c2C)cc1	14	13	0.8	1	1	17	-1	1	29
COc1ccc(-c2nc3nc(N)nn3cc2C)cc1F	7	15	-0.8	-2	-1	11	-2	-6	1
C/C(N)=C(/C#N)C(=O)COC(=O)CCS(=O)(=O)c1ccccc1	-2	12	0.3	1	0	12	-1	2	4
C[C@@]12C(=O)N(Cc3ccc(-c4ccccc4)cc3)CC(=O)N1[C@H](/C=C/c1ccccc1)[C@@H]1C(=O)N(c3ccccc3)C(=O)[C@@H]12	1	24	-0.9	-9	-2	29	-2	7	14
Cc1cccc(C(=O)N[C@H](C(=O)Nc2nc3ccccc3[nH]2)C(C)C)c1	73*	-10	-1.1	-16	-4	-6	14	4	-5
CCOc1ccc(CCNC(=O)CN2CCN(Cc3ccccc3F)C2=O)cc1OCC	28	16	-1.0	-1	-2	9	0	7	7
Cc1nc(COc2ccc(C(=O)NCc3ccccc3CN3CCCCC3)cc2)cs1	8	30	-1.2	-1	-1	17	0	23	4
O=S(=O)(CCN1CCOCC1)c1ccc(Oc2ccc(S(=O)(=O)CCN3CCOCC3)cc2)cc1	17	0	0.3	-1	0	0	-6	9	3
CCOC(=O)c1cc(CC)sc1NC(=O)C1CC(=O)NN1Cc1ccccc1 (stereo not drawn)	21	8	0.2	7	3	20	-1	-11	12
Cc1ccc(C)c(N2CCN(C(=O)CCc3nc(-c4ccccc4F)no3)CC2)c1	50	11	2.8	-1	/	43	2	/	12
Cc1cccn2c(=O)c3cc(C(=O)NCc4ccco4)c(=N)n(CCOCCO)c3nc12	-6	3	5.3	2	-4	5	-3	-5	10
CCn1c(NC(C)=O)nc2ccccc21	30	-5	17	4	-4	-3	7	0	8
O=C(O)/C=C/C(=O)c1c(-c2ccccc2)[nH]c2ccccc12	23	9	1.4	5	2	11	-6	9	21
Nc1ccc(Cl)c(S(=O)(=O)Nc2ccccc2Cl)c1	18	17	1.3	-2	1	20	-2	-7	16

Some entries already given, showing only tim10-1 inh, Mdm2-MdmX inh and TIM10 inh:
canonical_smiles | tim10-1 inh | Mdm2-MdmX inh | TIM10 inh
CCc1ccc(S(=O)(=O)Nc2c(NC3CCCCC3)c3ccccc3oc2=O)cc1 | 34 | -1 | 26
CCOC(=O)c1cc(CC)sc1NC(=O)C1CC(=O)NN1Cc1ccccc1 (stereo not drawn) | 8 | 21 | 12
COc1ccc(NS(=O)(=O)c2ccc3c(c2)CCC(=O)N3)c(OC)c1 | 0 | 7 | 0
O=C(CCC(=O)OCCCC(F)(F)C(F)(F)F)NC1CCCCC1 | 21 | 3 | -9
CCn1c(NC(C)=O)nc2ccccc21 | -5 | 30 | 8
